HT1080 IDH1KD tx – kills HT-1080 cells with IDH1 knockdown | HT-1080 IDH1 knockdown viability, ATP luminescence, 48 h | Potency, µM (highest dose often 46.1 µM), inactives show top-dose activity, negative = toxicity, actives largely listed as cytotoxic | 360,000 compounds, 2% hits | AID 686971;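 further: potency means the concentration at half of the fitted maximal effect; 0% = DMSO wells and -100% = cell-free medium wells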
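Cytotoxicity counter-line: IDH1KD HT-1080, 48 h, CellTiter-Glo. Curves classed by r2, magnitude and activity.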
IL1B secr inh – inhibitors of inflammasome signaling (IL-1 beta secretion). activity change, % at 57.5 µM. 360,000 compounds, 4.7% hits. THP-1 LPS/ATP IL-1B secretion, AlphaLISA, 16 h; hits give low values; in the data active means activity change below about -50%; inconclusive means mostly about -30% to -49%; further: on the % scale 0 is the no-effect control and ±100 the full control effect
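Secreted IL-1B measured by AlphaLISA bead assay after 16 h compound exposure of THP-1 cells; compounds (final up to 57.5 uM) added 1 h before LPS (250 ng/mL) and ATP (1.25 mM) stimulation; lower signal means less secretion.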
SW480 rereplic – induces DNA re-replication in SW480 colon adenocarcinoma cells | SW480 DNA re-replication, Hoechst DNA content imaging, 48 h | Potency, µM (titrated, usually from 46.1 µM), for the others: top-dose re-replication activation, actives largely listed as activators | 340,000 compounds, 1.8% hits | AID 624297; further: potency means the concentration at half of the fitted maximal effect; % of control where 0% means no effect; nearly all actives have a fitted effect of over 55% in size
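Quantitative HTS format with DMSO vehicle controls; 48 hr drug incubation at 37 C, then 40 min Hoechst staining and scanning imager measurement at 405 nm excitation.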
D3 ag – D3 dopamine receptor (human) agonism. D3R DiscoveRx beta-arrestin cells, luminescence, 90 min. max activation, %. 410,000 compounds, 0.58% hits; in the data active means max activation above about 30%; further: 0% is about no effect; mostly tested at two doses, the higher about 12 µM
Target sequence (P35462 whole entry, looked up): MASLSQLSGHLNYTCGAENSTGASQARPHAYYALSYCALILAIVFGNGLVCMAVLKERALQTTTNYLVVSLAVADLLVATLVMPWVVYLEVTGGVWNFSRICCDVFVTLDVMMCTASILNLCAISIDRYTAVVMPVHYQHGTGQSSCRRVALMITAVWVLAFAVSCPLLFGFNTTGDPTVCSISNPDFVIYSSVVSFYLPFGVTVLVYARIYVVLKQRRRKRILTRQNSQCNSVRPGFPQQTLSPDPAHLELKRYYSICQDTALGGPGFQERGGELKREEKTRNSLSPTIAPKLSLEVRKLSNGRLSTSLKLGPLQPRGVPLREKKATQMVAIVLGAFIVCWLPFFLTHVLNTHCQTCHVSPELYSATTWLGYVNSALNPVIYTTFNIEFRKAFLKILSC
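Agonist mode: compounds and dopamine controls were applied to plated cells for 90 min at 37 degrees C after an overnight attachment at 1500 cells/well. Luminescent read-out followed 30 - 60 minutes at room temperature with DiscoveRx detection reagent.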
D3 antag – blocks the human D3 dopamine receptor | max response, negative = inhibition, % | 360,000 compounds, 2.5% hits | D3R cells, DiscoveRx beta-arrestin luminescence, antagonist mode; hits give low values | P35462; in the data active means max response below about -50%; inconclusive means no clear call, values can overlap the other calls; further: on the % scale 0 is the no-effect control and ±100 the full control effect; mostly tested at two doses, the higher about 12 µM
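Cells plated overnight at 1500 cells/well, then exposed to library compounds with dopamine controls for 90 minutes at 37 degrees C. DiscoveRx reagent added for 30–60 minutes at room temperature; luminescence read, quantitative HTS format.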
KB-V1 MDR tox – kills drug-selected multidrug resistant KB-V1 cells; Potency, µM (doses to about 46.1 µM), for the others: at the top dose activity change, negative = cytotoxicity, usual class: cytotoxic; 400,000 compounds, 3.4% hits; KB-V1 MDR cells viability, CellTiter-Glo, 72 h; further: potency means the concentration at half of the fitted maximal effect; on the % scale 0 is the no-effect control and ±100 the full control effect; nearly all actives have a fitted effect of over 60% in size
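Compound-treated KB-V1 multidrug-resistant cells, 72 h, 37 degrees C; viability by CellTiter-Glo. Fitted qHTS curves give the values.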
HT1080NT lethal – kills 2HG-producing HT-1080-NT fibrosarcoma cells | HT-1080-NT fibrosarcoma viability, CellTiter-Glo ATP luminescence, 48 h | 360,000 compounds, 1.6% hits | Potency, µM (doses to about 46.1 µM), without a hit: at the highest dose activity, negative = less viability, actives largely listed as cytotoxic | AID 686970;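 further: NT is the 2HG producing partner of a matched IDH1 knockdown line; potency means the concentration at half of the fitted maximal effect; 0% = DMSO-treated cells and -100% = media-only wells without cells; nearly all actives have a fitted effect of over 55% in size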
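Toxicity toward the 2HG-producing NT line was scored as %Activity, normalised to DMSO and no-cell wells, from CellTiter-Glo luminescence after 48 hours' treatment.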
KB-3-1 tox – kills parental KB-3-1 adenocarcinoma cells | KB-3-1 viability, CellTiter-Glo ATP luminescence, 72 h | 400,000 compounds, 1.4% hits | Potency, µM (doses to about 46.1 µM), for the others: top-dose activity change, negative = cytotoxic, actives largely listed as cytotoxic; further: potency means the concentration at half of the fitted maximal effect; on the % scale 0 is the no-effect control and ±100 the full control effect; nearly all actives have a fitted effect of over 60% in size
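Parental KB-3-1 adenocarcinoma cells in phenol-red-free DMEM with 10% FBS were pin-treated with compounds at several concentrations, incubated 72 h at 37 °C, and viability read by CellTiter-Glo luminescence; concentration-effect curves were fitted after normalization.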
GLP1R ag – GLP-1 receptor (human) agonism | P43220 | 380,000 compounds, 0.007% hits | AID 624172 | Potency, µM (doses to about 45.6 µM), inactives show top-dose activation, usual class: activators | HEK293 GLP-1R CRE-luciferase, luminescence, 4-6 h; cells express a hypersensitive GLP-1R form; further: potency means the concentration at half of the fitted maximal effect; % of control where 0% means no effect
Target sequence (P43220 whole entry, looked up): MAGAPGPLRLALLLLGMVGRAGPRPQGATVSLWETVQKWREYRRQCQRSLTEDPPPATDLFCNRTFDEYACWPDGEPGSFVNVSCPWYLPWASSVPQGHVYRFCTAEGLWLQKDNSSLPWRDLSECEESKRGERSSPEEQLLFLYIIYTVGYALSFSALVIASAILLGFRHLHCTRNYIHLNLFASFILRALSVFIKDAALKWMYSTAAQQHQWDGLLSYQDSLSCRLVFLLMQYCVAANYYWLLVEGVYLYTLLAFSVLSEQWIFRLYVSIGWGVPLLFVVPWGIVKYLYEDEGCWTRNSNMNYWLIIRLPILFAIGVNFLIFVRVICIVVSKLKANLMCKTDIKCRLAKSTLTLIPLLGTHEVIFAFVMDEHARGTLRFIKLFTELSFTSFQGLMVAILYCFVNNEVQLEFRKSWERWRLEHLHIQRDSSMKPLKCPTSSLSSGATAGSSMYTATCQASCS
An asterisk follows results filed as active; ? = inconclusive; · = not tested or not shown; ! = repeats disagree; [ ] = remark or other dose. Unless noted, the call rests on the fitted dose curve; in most records, active means well fitted curve in the direction sought with a large enough effect; inconclusive means small, poorly fitted or top-dose-only effect, or another doubt; inactive means no such curve, though single readings can be large; an effect the other way counts as inactive or inconclusive.

Every second line gives: GLP1R ag	KB-3-1 tox	HT1080 IDH1KD tx	KB-V1 MDR tox	SW480 rereplic	D3 ag	IL1B secr inh	D3 antag	HT1080NT lethal
CCOC(=O)c1c(C)c(C(=O)NCc2ccco2)c(C)n1Cc1ccccc1
 : 1%	17%	?	4.1µM*	0%	0	-14	27	0%
COc1ccc(OC)c(NC(=O)CSc2nnc(CNC(=O)COc3ccc(Cl)cc3)o2)c1
 : 0%	13%	-2%	?	-2%	1	-1	13	-9%
O=c1[nH]n(-c2ccccc2Cl)c(=O)c2ccccc12
 : 4%	1%	16%	?	-8%	-1	23	0	10%
CCCCNC(=O)N(O)C1N(/N=C/c2cccnc2)C(=S)SC1(C)C (centres undefined)
 : 6%	-3%	-1%	-9%	16%	-4	-25	-24	?
CC(C)n1c(SCC(=O)Nc2ccc(N3CCOCC3)cc2)nnc1-c1ccco1
 : -4%	8%	19%	-25%	-6%	-11	-3	-14	3%
CCc1ccccc1NC(=S)NCCSc1ccc(Cl)cc1
 : 11%	?	?	?	-5%	-7	-98*	-16	-19%
Cn1c(-c2ccc3c(c2)OCO3)cnc1NCc1ccccc1
 : -12%	?	?	13µM*	?	-18	-10	10	?
CC1CCc2c(sc3nc(CN4CCOCC4)nc(N4CCc5ccccc5C4)c23)C1 (centres undefined)
 : 1%	-23%	0%	-2%	3%	-10	-8	12	6%
COc1cccc(C(=O)Nc2ccc(C3CC3(Cl)Cl)cc2)c1 (centres undefined)
 : 23%	?	?	-20%	?	0	-22	4	?
CCc1cccc(CC)c1NC(=O)CSc1nc2ccc(N3C(=O)C4C5C=CC(C5)C4C3=O)cc2s1 (centres undefined)
 : -36%[inhibitor]	?	?	2.6µM*	17%	-3	-18	2	-18%
CN1CCN(CC(=O)Nc2cc(N(C)C)nc3ccccc23)CC1
 : -11%	4%	-21%	-13%	16%	2	-62*	-17	?
CC(=O)Nc1ccc(-c2csc(NC(=O)C3CCN(S(=O)(=O)c4cccs4)CC3)n2)cc1
 : 0%	-16%	?	15%	20%	10	20	47	-8%
CCN(CC(=O)Nc1c(F)cccc1F)C(=O)/C=C/c1ccc2c(c1)OCO2
 : 11%	0%	-5%	0%	?	-6	-1	-27	-8%
CNS(=O)(=O)c1cnccc1N1CCN(c2cccc(Cl)c2)CC1
 : 1%	0%	1%	-20%	-3%	-9	-18	-14	-10%
Cc1cccc(COc2ccc(/C=N/NC(=O)c3nnn(-c4nonc4N)c3C)cc2)c1
 : -2%	16%	23%	15%	3%	-5	-24	20	12%
COc1ccc(Cl)cc1C(=O)N1CCN(Cc2ccc3c(c2)OCO3)CC1
 : 1%	-6%	3%	-29%	-4%	-5	-8	17	4%
CCC(NC(C)C)C(O)c1ccc(O)c(O)c1 (centres undefined)
 : ?	0%	-12%	1%	2%	34*!	-18	30	-26%
Cc1ccc(NC(=O)C(Cc2ccccc2)NS(=O)(=O)c2ccc3c(c2)c(=O)n(C)c(=O)n3C)c(C)c1 (centres undefined)
 : -2%	13%	·	21%	·	-17	·	·	·
Cc1cc(C=O)c(C)n1-c1ccc(NC2CCCC2)c([N+](=O)[O-])c1
 : 26%	?	?	0%	-26%	6	-82*	13	-14%
CC12CCC3(CC1CCC1OC12)OCCO3 (centres undefined)
 : 0%	4%	8%	-22%	0%	-1	14	16	9%
Cc1cccc(OCCCC(=O)NNC(=O)CCN2CCN(c3ccccc3)CC2)c1
 : -6%	3%	5%	-1%	-4%	5	-3	-8	4%
O=C(Nc1nnc(SCC(=O)N2CCOCC2)s1)c1ccccc1
 : 7%	3%	0%	-22%	1%	-8	0	-10	2%
CCN=C(NCC)SC1CC(=O)N(c2ccc(OCC)cc2)C1=O (centres undefined)
 : -5%	-15%	1%	-17%	3%	-4	-18	-16	-2%
Cc1ccc(C2CC2/C(=N/O)c2ccc(F)cc2)cc1 (centres undefined)
 : 20%	7%	-26%	11%	13%	6	?	-16	?
COc1ccccc1NC(=O)c1nn(C)cc1Br
 : 1%	-10%	7%	0%	-3%	1	-3	-14	16%
CC(C)N1CCc2c(sc(NC(=O)c3ccc4ccccc4c3)c2C(N)=O)C1
 : 0%	?	?	?	15µM*	-11	-84*	-17	?
Nc1cc(C(=O)N2CCN(c3ccccc3Cl)CC2)ccc1N1CC2CC(C1)c1cccc(=O)n1C2 (centres undefined)
 : -2%	-1%	1%	-2%	·	-1	14	27	-3%
COCC(=O)OCC(=O)Nc1ccc(Cl)cc1[N+](=O)[O-]
 : -1%	-2%	2%	8%	-31%[inhibitor][1.84 µM]	4	35	0	8%
Cc1occc1C(=O)N1CCN(Cc2ccccc2)CC1
 : -3%	-5%	7%	-17%	-2%	6	-2	-13	-1%
CCOC(CNC(=O)C(=O)Nc1cc2c3c(c1)CCC(=O)N3CCC2)OCC
 : 5%	-3%	0%	-11%	-16%	3	-7	-24	-4%

3 entries picked at random from the list so far:
Every second line gives: GLP1R ag	KB-3-1 tox	HT1080 IDH1KD tx	KB-V1 MDR tox	SW480 rereplic	D3 ag	IL1B secr inh	D3 antag	HT1080NT lethal
COc1cccc(C(=O)Nc2ccc(C3CC3(Cl)Cl)cc2)c1 (centres undefined)
 : 23%	?	?	-20%	?	0	-22	4	?
O=C(Nc1nnc(SCC(=O)N2CCOCC2)s1)c1ccccc1
 : 7%	3%	0%	-22%	1%	-8	0	-10	2%
COc1ccc(OC)c(NC(=O)CSc2nnc(CNC(=O)COc3ccc(Cl)cc3)o2)c1
 : 0%	13%	-2%	?	-2%	1	-1	13	-9%

(next part)
Every second line gives: GLP1R ag	KB-3-1 tox	HT1080 IDH1KD tx	KB-V1 MDR tox	SW480 rereplic	D3 ag	IL1B secr inh	D3 antag	HT1080NT lethal
CC(=C/c1ccco1)/C=N/NC(=O)CSc1nnc(SCc2ccc(C)cc2)s1
 : -5%	2%	-1%	-12%	-4%	3	5	9	-2%
C/C(=N\NC(=S)NCc1ccccc1)c1ccc2ccccc2c1
 : 5%	-9%	-8%	?	?	5	16	-5	0%
C/C=C\C(=O)Nc1cccc(C2=NOC3(C2)C[C@@H](C(N)=O)N(C(=O)c2ccc(Cl)cc2)C3)c1 (some centres undefined)
 : -1%	4%	2%	20%	-6%	-6	-8	-4	-5%
O=C(NC(=S)N1CCCCCC1)c1cccc([N+](=O)[O-])c1
 : -4%	-2%	-4%	-6%	15%	6	17	-6	-1%[9.24 µM]
COc1cccc(N(CC(=O)O)S(=O)(=O)c2ccccc2)c1
 : -3%	0%	15%	2%	-1%	3	6	-1	25%
COC(=O)c1ccccc1NC(=O)CSc1nnc(Cc2ccc(Cl)cc2)o1
 : 3%	1%	-2%	3%	-24%	0	-2	33	2%
CC1CCCCC1NC(=O)CN1C(=O)NC(Cc2ccccc2)(Cc2ccccc2)C1=O (centres undefined)
 : -1%	6%	8%	?	0%	-4	-2	1	0%
Cc1cccnc1NC(=S)Nc1ccc(F)cc1F
 : 6%	-4%	8%	?	-2%	-1	-12	7	19%
CC1(C)Cc2cccc(C(=O)NCc3ccco3)c2O1
 : 10%	10%	-7%	23%	?	-7	8	?	10%
Cn1c(SCC(=O)NCCc2ccccc2)ncc(C(=O)Nc2ccc(F)cc2)c1=O
 : -14%	14%	0%	14%	0%	0	17	20	4%
CCn1c(SCC(=O)NC2CCS(=O)(=O)C2)nnc1-c1ccccc1 (centres undefined)
 : 2%	1%	13%	-1%	-4%	1	-11	-11	14%
O=C(COC(=O)c1c(F)cccc1Cl)NCC1CCCCC1
 : 19%	-5%	-2%	-23%	7%	-1	18	2	-4%
Cc1ccc(S(=O)(=O)N2CCC(C(=O)NCCCN3CCOCC3)CC2)cc1
 : -9%	6%	4%	?	5%	0	12	-1	2%
CCOc1ccc(CCNC(=O)C2CSC3(C)CCC(=O)N23)cc1OCC (centres undefined)
 : -5%	-10%	11%	-28%	-1%	-4	-4	-4	26%
COC(=O)c1nc(C(=O)OC)c(C(=O)OC)nc1C(=O)OC
 : 0%	4%	15%	35%	2%	-7	12	-17	22%
c1ccc(-n2nnnc2Oc2ccc(-n3ccnc3)cc2)cc1
 : -1%	-6%	6%	?	-7%	1	-64*	-10	9%
COc1ccc(NC(=O)NNC(=O)c2cc3occc3n2C)c(OC)c1
 : 4%	1%	-7%	7%	-3%	3	-19	16	-20%
O=C1Nc2ccccc2SC(c2ccccc2)C1O (centres undefined)
 : -1%	-2%	-5%	2%	-1%	-2	36	-12	2%
C/C(=N\NC(=O)c1ccc(Cl)cc1)c1cccc(NC(=O)c2cccnc2)c1
 : 13%	-3%	-1%	-15%	?	-2	-66*	-5	-18%
Oc1[nH]c2ccccc2c1C=Nc1ccc2c(c1)OCO2
 : -6%	-9%	-2%	?	4%	0	?	10	-7%
Cc1ccc(NC(=O)C(C)OC(=O)Cc2c[nH]c3ccccc23)cc1S(=O)(=O)N1CCOCC1 (centres undefined)
 : -1%	0%	1%	7%	-16%	-6	7	7	-13%
Cc1c(Cl)cccc1NC(=O)C1COc2ccccc2O1 (centres undefined)
 : -7%	-6%	4%	-13%	-22%	8	?	-1	1%
O=C(Nc1c(Cl)cc(Cl)cc1C(=O)NCCN1CCOCC1)c1ccc(Cl)cc1Cl
 : -2%	-3%	-15%	?	-2%	0	39	-10	-3%
CCOC(=O)Cc1csc(N/N=C/c2ccc(Cl)cc2)n1
 : -1%	5%	6%	0%	-8%	1	-18	14	15%
O=S1(=O)c2cccc3cccc(c23)N1Cc1ccc(-c2nnco2)cc1
 : 21%	-3%	?	0%	2%	-5	-10	-15	-10%
C=CCn1c(SCC(=O)N2CC(=O)Nc3ccccc32)nc2scc(-c3ccccc3)c2c1=O
 : 6%	?	6%	-7%	5%	-1	-52*	-5	-16%
CC1CCC(C(=O)c2c(O)c3ccccc3oc2=O)CC1 (centres undefined)
 : -10%	?	-14%	3.7µM*	7%	1	-94*	?	-23%

High-throughput results as filed in PubChem BioAssay.
